Assay outcomes: PubChem, National Center for Advancing Translational Sciences (NCATS)
PI4K2A block – blocks human PI4K2A kinase activity; Q9BTU6; purified PI4K2A, ADP-Glo luminescence, 1 h; stronger effect = lower value; activity change, negative = inhibition, % at 76.9 µM; 420,000 compounds, 0.13% hits; in the data active means activity change below about -50%;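 further: -100% = wells without enzyme as full effect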
Target sequence (Q9BTU6 whole entry, looked up): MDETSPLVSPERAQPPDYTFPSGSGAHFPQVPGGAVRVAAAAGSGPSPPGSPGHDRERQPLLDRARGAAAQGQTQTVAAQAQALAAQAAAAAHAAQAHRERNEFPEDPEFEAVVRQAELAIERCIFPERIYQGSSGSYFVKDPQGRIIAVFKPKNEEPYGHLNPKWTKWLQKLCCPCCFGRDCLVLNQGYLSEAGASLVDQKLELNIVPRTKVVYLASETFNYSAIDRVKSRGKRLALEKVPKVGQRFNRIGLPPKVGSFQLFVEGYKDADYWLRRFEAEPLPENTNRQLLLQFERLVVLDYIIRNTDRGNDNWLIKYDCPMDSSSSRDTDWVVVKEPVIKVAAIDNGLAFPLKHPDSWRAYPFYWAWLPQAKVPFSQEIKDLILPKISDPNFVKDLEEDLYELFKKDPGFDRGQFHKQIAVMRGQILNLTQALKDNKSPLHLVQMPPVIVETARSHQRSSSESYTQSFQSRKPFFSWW
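Compounds are screened against recombinant PI4K2A using PI as substrate and ATP, the latter dispensed at 300 microM. Reactions run one hour at ambient temperature before ADP-Glo detection; full inhibition defined by wells lacking enzyme.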
* = called active by the depositor. An excerpt. The share of hits here may be higher or lower than overall.

CC(C)CNc1cccc2c1S(=O)(=O)N(Cc1cn(Cc3ccccc3C(F)(F)F)nn1)Cc1ccccc1O2
  PI4K2A block: 1.3
O=C(Nc1ccc(F)cc1)OCc1cn(Cc2ccc(F)cc2)nn1
  PI4K2A block: 2.1
Cc1ccc(S(=O)(=O)NCC(=O)N2CCN(c3ccccn3)CC2)s1
  PI4K2A block: -1.7
Cc1nc2ccc(C(=O)N3CCN(C(=O)C(C)(C)C)CC3)cc2n1C1CCCC1
  PI4K2A block: -3.4
COCc1cccc(-c2cc(C(=O)OC)c3n(c2=O)CCC3)c1
  PI4K2A block: -0.5
CCCCC(=O)N[C@@H]1CC[C@@]23CCCN2C(=O)CCC[C@H]3[C@H]1C
  PI4K2A block: -2.1
COC(=O)[C@]12C[C@H](CC(=O)NCCCCc3ccccc3)C(=O)N(CCC3=CCCCC3)C1=C[C@H](C(C)C)O[C@@H]2C1CC1
  PI4K2A block: -0.7
CN(C)[C@H]1CCN(c2cccc3c2S(=O)(=O)N2CC[C@H](C2)O3)C1
  PI4K2A block: -2.8
O=S1(=O)c2ccc(N3CC[C@H](O)C3)cc2O[C@@H]2CCN1C2
  PI4K2A block: -0.2
COC(=O)[C@]12C[C@H](CC(=O)N3CCSCC3)C(=O)N(Cc3ccc(Cl)cc3Cl)C1=C[C@H](C1CCCC1)O[C@@H]2C
  PI4K2A block: -1.0
Cc1ccc(S(=O)(=O)N2CC[C@@]3(Cc4ccccc4)Cc4ccccc4C[C@@H]23)cc1
  PI4K2A block: 3.1
CCOC(=O)[C@]12CCCC=C1N(Cc1ccc(OC)cc1)C(=O)[C@@H]2CC(=O)NCCCN1CCCC1=O
  PI4K2A block: 3.3
CN(Cc1ccccc1)C(=O)OCc1cn(Cc2cccc(Cl)c2)nn1
  PI4K2A block: 0.8
CCCCC(=O)N1CCC(NS(=O)(=O)c2ccc3c(c2)CCN3C(C)=O)CC1
  PI4K2A block: 1.5
COc1cc(C=NN2CCN(C(c3ccccc3)c3ccccc3)CC2)cc(OC)c1OC(C)=O
  PI4K2A block: 2.3
CN1CCCN(C(=O)C2CCN(c3ncnc4c3sc3cccc(F)c34)CC2)CC1
  PI4K2A block: -3.5
C[C@H]1COc2cccc(N3CCCC3)c2S(=O)(=O)N1C
  PI4K2A block: -0.7
COC(=O)[C@]12C[C@H](CC(=O)NCCCN3CCCC3=O)C(=O)N(CCc3ccc(OC)c(OC)c3)C1=C[C@H](C(C)(C)C)O[C@@H]2C
  PI4K2A block: -2.2
COc1ccc(CCNC(=O)c2cnn(-c3ccccc3)c2N)cc1OC
  PI4K2A block: 3.2
Cc1cc(N2CCN(C(=O)Oc3ccc(-c4ccccc4)cc3)CC2)c2ccccc2n1
  PI4K2A block: -0.3
Cc1ccnc(NC(=S)N2CC3CN(c4cccc(C(F)(F)F)c4)CC3C2)c1 (stereo not drawn)
  PI4K2A block: 2.1
C#CCNC(=O)C[C@@H]1C(=O)N(Cc2ccc(OC)cc2)/C2=C/CCCCC[C@@]21C(=O)OCC
  PI4K2A block: -4.3
CCCCNS(=O)(=O)CC1NCCc2ccccc21 (stereo not drawn)
  PI4K2A block: -4.2
CC(C)(C)OC(=O)NCc1ccccc1/C=C/S(=O)(=O)NCCc1ccccc1
  PI4K2A block: -4.5
Cc1ccc(-c2nnc(SCC(=O)Nc3ccc4c(c3)OCCO4)n2-c2ccc(Cl)cc2)cc1
  PI4K2A block: -7.3

Exported with bars between the fields: 16 of the compounds above
Molecule | PI4K2A block
COC(=O)[C@]12C[C@H](CC(=O)N3CCSCC3)C(=O)N(Cc3ccc(Cl)cc3Cl)C1=C[C@H](C1CCCC1)O[C@@H]2C | -1.0
Cc1ccc(S(=O)(=O)N2CC[C@@]3(Cc4ccccc4)Cc4ccccc4C[C@@H]23)cc1 | 3.1
CCOC(=O)[C@]12CCCC=C1N(Cc1ccc(OC)cc1)C(=O)[C@@H]2CC(=O)NCCCN1CCCC1=O | 3.3
CN(Cc1ccccc1)C(=O)OCc1cn(Cc2cccc(Cl)c2)nn1 | 0.8
CCCCC(=O)N1CCC(NS(=O)(=O)c2ccc3c(c2)CCN3C(C)=O)CC1 | 1.5
COc1cc(C=NN2CCN(C(c3ccccc3)c3ccccc3)CC2)cc(OC)c1OC(C)=O | 2.3
CN1CCCN(C(=O)C2CCN(c3ncnc4c3sc3cccc(F)c34)CC2)CC1 | -3.5
C[C@H]1COc2cccc(N3CCCC3)c2S(=O)(=O)N1C | -0.7
COC(=O)[C@]12C[C@H](CC(=O)NCCCN3CCCC3=O)C(=O)N(CCc3ccc(OC)c(OC)c3)C1=C[C@H](C(C)(C)C)O[C@@H]2C | -2.2
COc1ccc(CCNC(=O)c2cnn(-c3ccccc3)c2N)cc1OC | 3.2
Cc1cc(N2CCN(C(=O)Oc3ccc(-c4ccccc4)cc3)CC2)c2ccccc2n1 | -0.3
Cc1ccnc(NC(=S)N2CC3CN(c4cccc(C(F)(F)F)c4)CC3C2)c1 (stereo not drawn) | 2.1
C#CCNC(=O)C[C@@H]1C(=O)N(Cc2ccc(OC)cc2)/C2=C/CCCCC[C@@]21C(=O)OCC | -4.3
CCCCNS(=O)(=O)CC1NCCc2ccccc21 (stereo not drawn) | -4.2
CC(C)(C)OC(=O)NCc1ccccc1/C=C/S(=O)(=O)NCCc1ccccc1 | -4.5
Cc1ccc(-c2nnc(SCC(=O)Nc3ccc4c(c3)OCCO4)n2-c2ccc(Cl)cc2)cc1 | -7.3

Next part
CCn1c(=O)n2n(c1=O)[C@H]1C[N+](Cc3ccc4c(c3)OCO4)=C(N)NC1=C(C)C2
  PI4K2A block: -2.5
COc1cccc(CO[C@H]2C=C[C@@H](c3ccccc3)O[C@@H]2CO)c1
  PI4K2A block: 1.3
C=CCN1C(=O)[C@H](CC(=O)NCc2ccccc2)[C@@]2(C(=O)OCC)CCCC=C12
  PI4K2A block: 0.7
COC(=O)c1ccc(S(=O)(=O)N2CCC(NC(=O)COc3ccc(F)cc3)CC2)cc1
  PI4K2A block: -0.2
O=C(Nc1ccc(F)cc1)OCc1cn(Cc2ccc(F)cc2F)nn1
  PI4K2A block: 2.8
CC(C)CN1C(=O)[C@]2(CC(=O)N(C)C2c2ccccc2)c2cc(-n3cc(C4=CCCCC4)nn3)ccc21 (stereo partly drawn)
  PI4K2A block: 10.2
CCCC[C@H]1C2CC(OC(=O)Nc3ccccc3C)C(C2)[C@H]2CCCCN21 (stereo partly drawn)
  PI4K2A block: 0.2
CC[C@@H](CCC(=O)N(c1ccccc1)c1ccccc1)c1ccc(C)cc1
  PI4K2A block: -0.5
COCCCN1C(=O)[C@H](CC(=O)NCCc2ccccc2OC)[C@]2(C(=O)OC)CCCCC=C12
  PI4K2A block: 2.2
COc1ccc2ccccc2c1C=Nn1c(-c2n[nH]c3c2CCC3)n[nH]c1=S
  PI4K2A block: -4.4
O=C(Nc1ccccc1)Nc1c(-c2ccc(F)cc2)nc2ncccn12
  PI4K2A block: 4.9
COC(=O)C[C@H]1CC[C@@H]2[C@@H](COc3ccc(NS(=O)(=O)c4ccccc4Cl)cc3C(=O)N2C)O1
  PI4K2A block: 6.9
CC(C)N1CCc2c(sc(NC(=O)C(F)(F)F)c2-c2nc3ccccc3s2)C1
  PI4K2A block: -9.7
CN(CCCOC(=O)c1cccs1)C1CN(Cc2cn(Cc3ccccc3Cl)nn2)S(=O)(=O)C1 (stereo not drawn)
  PI4K2A block: -0.2
CC(C)CN1C(=O)C[C@]2(C(=O)N(C)c3ccc(NS(=O)(=O)C4CC4)cc32)C1c1ccccc1 (stereo partly drawn)
  PI4K2A block: -3.3
O=C(Nc1ccc(Br)cc1)OC1CC2CC1[C@H]1CCCCN1[C@H]2Cc1ccccc1 (stereo partly drawn)
  PI4K2A block: 2.4
COC(=O)C[C@@H]1CC[C@H]2[C@H](COc3ccc(NC(=O)C4CCC4)cc3C(=O)N2C)O1
  PI4K2A block: 1.8
CCCCCCCCN1C(=O)[C@@H](CC(=O)NCc2ccc(C)o2)C[C@@]2(C(=O)OC)C1=C[C@H](C(C)C)O[C@@H]2C1CC1
  PI4K2A block: -0.6
COc1ccc(C2=Nn3c(nnc3C3CCCCC3)SC2)cc1
  PI4K2A block: -1.9
C[C@H]1[C@@H](OC(=O)Nc2ccc(Br)cc2)CC[C@@]23CCCN2C(=O)CCC[C@@H]13
  PI4K2A block: 6.7
CCOC(=O)C1(Cc2ccccc2)CCN(Cc2cccc(C#N)c2)CC1
  PI4K2A block: 0.2
CC(C)N1CCc2c(-c3nc4ccccc4s3)csc2C1
  PI4K2A block: -4.9
COc1ccc(/C=C2/CN(Cc3ccc(OC)cc3OC)C3=NC(c4ccc5ccccc5c4)CC(=O)N32)cc1 (stereo not drawn)
  PI4K2A block: 2.6
CCCC1CCC2(CCCN2CCOC(=O)Nc2ccc(Br)cc2)CC1 (stereo not drawn)
  PI4K2A block: -0.6
C=CCN1C(=O)[C@@H](CC(=O)NCCC(C)C)[C@]2(C(=O)OCC)CCCCC/C=C/12
  PI4K2A block: -4.5

O=C(CSc1nc2ccccc2nc1N1CCCCC1)N1CCN(S(=O)(=O)c2cc(Cl)ccc2Cl)CC1
  PI4K2A block: 19.0
CC(C)(C)C(=O)NC1CCCCN(Cc2ccc(Cl)cc2)C1=O (stereo not drawn)
  PI4K2A block: 3.0
CCOC(=O)[C@]12CCCC3=C1N(CCC3)C(=O)[C@@H](CC(=O)NCCCOC)C2
  PI4K2A block: -6.9
CSc1ccc(C=NNC(=O)c2cc(-c3ccc(Cl)cc3)n[nH]2)cc1
  PI4K2A block: 3.0
O=C(C1CCN(S(=O)(=O)c2ccc3[nH]c(=O)oc3c2)CC1)N1CCCN(Cc2ccccc2)CC1
  PI4K2A block: 1.6
CCn1c(SCC(=O)Nc2ccc(S(=O)(=O)Nc3cc(C)nc(C)n3)cc2)nc2sc(C)c(C)c2c1=O
  PI4K2A block: 2.2
Cn1cccc1C(=O)N1CCN(S(=O)(=O)c2ccccc2F)CC1
  PI4K2A block: -5.0
O=C(OC12CCCN(C1)/C(=C/c1cccc(Cl)c1)C2)c1ccccc1 (stereo not drawn)
  PI4K2A block: -0.3
CC(C)=CCC/C(C)=C/CNCC(=O)N1c2ccccc2[C@]2(c3ccccc3)C[C@@H]3C(=O)N(C/C=C(\C)CCC=C(C)C)CC(=O)N3[C@H]12
  PI4K2A block: -3.7
C[C@H]1[C@@H](NC(=O)c2cccc(C(F)(F)F)c2)CC[C@@]23CCCN2C(=O)CCC[C@@H]13
  PI4K2A block: 2.2
COc1ccc(S[C@]2(C(=O)NC3CC3)CC(=O)N[C@@H]2c2ccc(OC)cc2)cc1
  PI4K2A block: -5.2
C[C@H]1COc2cccc(F)c2S(=O)(=O)N1C
  PI4K2A block: 4.2
O=C(NCc1ccccc1)OCCN1C(=O)CCC12CCCCC2
  PI4K2A block: 1.4
COCCCN1C(=O)[C@H](CC(=O)NCc2ccccc2)[C@]2(C(=O)OC)CCCCC=C12
  PI4K2A block: -4.8
Cc1occc1-c1nnc(SCC(=O)Nc2ccncc2)n1-c1ccccc1
  PI4K2A block: 3.2
COC(=O)[C@H]1C[C@@]2(n3ccc4ccccc43)c3ccccc3N[C@H]2N1
  PI4K2A block: -0.6
CN(C)c1ccc(C(=O)NC2CCCCN(Cc3cccc(Cl)c3)C2=O)cc1 (stereo not drawn)
  PI4K2A block: -5.1
COC(=O)c1cc(S(=O)(=O)N2CCN(c3cccc(C(F)(F)F)c3)CC2)cn1C
  PI4K2A block: -5.8
C=CCN1C(=O)[C@@H](CC(=O)NCc2ccccc2)[C@]2(C(=O)OCC)CCCCC/C=C/12
  PI4K2A block: 6.5
O=C(N[C@@H]1C[C@@H]2O[C@@H](CO)CC[C@@H]2O[C@@H]1CCc1ccc(-c2ccccc2)cc1)c1cnccn1
  PI4K2A block: -3.0
Cc1cc(NS(=O)(=O)c2ccc(NC(=O)CSc3nc4sc(C)c(C)c4c(=O)n3Cc3ccco3)cc2)nc(C)n1
  PI4K2A block: -4.8
O=C(NCCC1=CCCCC1)C1CCN(S(=O)(=O)c2ccc(Cl)s2)CC1
  PI4K2A block: -0.4
C=CCNC(=O)Nc1ccc2c(c1)[C@@]1(CC(=O)N(CC(C)C)C1c1ccccc1)C(=O)N2C (stereo partly drawn)
  PI4K2A block: 0.4
CCOC(=O)C1(Cc2ccccc2)CCN(Cc2ccc(C)cc2)CC1
  PI4K2A block: -0.5
CC[C@@H]1/C(=C/c2ccccc2)N2C(=O)C[C@@H](c3ccccc3)N=C2N1Cc1ccc(OC)cc1OC
  PI4K2A block: -3.3

Clc1ccc(-n2c(SCc3cccc4ccccc34)nnc2-c2ccccc2)cc1
  PI4K2A block: -4.2
COc1ccc2cc3cc(C(=O)Nc4ccc(F)cc4)sc3nc2c1
  PI4K2A block: -3.7
CCC[C@H]1[C@@H](OC(=O)Oc2ccc([N+](=O)[O-])cc2)CC[C@@]23CCCN2C(=O)CCC[C@@H]13
  PI4K2A block: -2.3
Cc1ccccc1Cn1cc(COC(=O)NCCc2ccccc2)nn1
  PI4K2A block: 4.0
COc1cccc(O[C@H]2C=C[C@@H](c3ccccc3)O[C@@H]2CO)c1
  PI4K2A block: -2.8
CCOC(=O)Cc1nc(N2CCN(Cc3cccc4c3OCO4)CC2)c2c(C)c(C(=O)OCC)sc2n1
  PI4K2A block: -0.9
CC(C)CCNC(=O)C1CCN(c2cncnc2)CC1
  PI4K2A block: -5.0
O=C(Nc1ccc(F)cc1)OCCN1C(=O)CCC12CCC(c1ccccc1)CC2 (stereo not drawn)
  PI4K2A block: 0.8
C[C@H]1C2CC(OC(=O)Nc3ccc(C#N)cc3)C(C2)[C@H]2CCCCN21 (stereo partly drawn)
  PI4K2A block: -5.5
CN1CCCN(S(=O)(=O)c2ccc3c(c2)n(C)c(=O)c(=O)n3C)CC1
  PI4K2A block: -2.7
O=C(NCCO)C1(C(=O)C2CC2)CC(c2ccccc2C(F)(F)F)=NO1 (stereo not drawn)
  PI4K2A block: 3.7
COC(=O)[C@]12C[C@H](CC(=O)N3CCN(C(=O)c4ccco4)CC3)C(=O)N(Cc3ccco3)C1=C[C@H](COCc1ccccc1)O[C@@H]2C
  PI4K2A block: 3.0
Nn1c(SCC(=O)Nc2ccc(C(=O)O)cc2)nnc1-c1ccco1
  PI4K2A block: 3.9
